# Screening results: PubChem BioAssay, several laboratories
# Runt-SMMHC FRET: Runt domain-CBFb-SMMHC interaction inhibition | Q01196+Q13951 | Cerulean-Runt/Venus-CBFb-SMMHC FRET ratio 530/480, 1 h | inhibition, % at 20 µM | 220,000 compounds, 0.74% hits | AID 1434;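 active means mean inhibition across duplicate retests at 20 µM reaching about 50%, limit read from the data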;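 further: 0% = DMSO wells and 100% = wells with excess untagged CBFb-SMMHC; inhibitors lower the FRET ratio by blocking Runt binding to CBFb-SMMHC; some results filed as inactive read as strong as hits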
# TRPN1 ag: zebrafish TRPN1 (NompC) channel agonism. HEK293 zebrafish TRPN1-YFP, Fluo-8 calcium fluorescence; 100% = response to 87 µM carbachol. activation, % at 3 µM. 220,000 compounds, 0.18% hits. AID 1424;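 active means activation above its plate's cutoff, the mean activation of test wells on that plate plus 3 SD, cut at about 19% in these data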;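 further: 0% = DMSO alone and 100% = 87 µM carbachol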
#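 Material: zebrafish TRPN1-YFP in HEK293 cells. Doses: one dose of 3 µM, 0.3% DMSO. Incubation: dye 1 h 37 °C plus 30 min RT. Measured by: intracellular calcium fluorescence with Fluo-8.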
# NCF1 inh: p47phox (human) inhibition | p47phox/p22phox peptide binding, fluorescence polarization, 2 h | inhibition, % at 24.7 µM | 220,000 compounds, 0.53% hits | AID 1274;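 active means inhibition above about 30%, limit read from the data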;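 further: 0% = p47phox with labelled peptide and 100% = labelled peptide alone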
# Target sequence (P14598 whole entry, looked up): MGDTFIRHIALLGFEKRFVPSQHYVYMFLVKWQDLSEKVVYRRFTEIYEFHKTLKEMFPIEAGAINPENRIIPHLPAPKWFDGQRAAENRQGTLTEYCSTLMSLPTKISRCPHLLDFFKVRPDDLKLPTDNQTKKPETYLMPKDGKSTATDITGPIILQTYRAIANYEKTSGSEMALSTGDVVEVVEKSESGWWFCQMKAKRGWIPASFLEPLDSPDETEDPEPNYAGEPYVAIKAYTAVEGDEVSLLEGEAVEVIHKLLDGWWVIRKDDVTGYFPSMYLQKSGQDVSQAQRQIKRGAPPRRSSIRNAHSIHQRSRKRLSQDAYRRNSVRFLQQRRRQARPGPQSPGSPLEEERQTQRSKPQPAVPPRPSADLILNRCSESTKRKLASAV
# TRPML3 ag: agonists of human TRPML3 channel. Q8TDD5. HEK293 TRPML3-YFP, Fluo-8 calcium fluorescence; 100% = the carbachol control signal. 220,000 compounds, 0.29% hits. activation, % at 3 µM;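 active means activation above its plate's cutoff, the mean activation of the plate's test wells plus 3 SD, cut at about 12% in these data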;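 further: 0% = DMSO only wells and 100% = carbachol wells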
#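 Material: TRPML3-YFP stable HEK293 cells | Dosing: One concentration, 3 µM nominal, 0.3% DMSO | Timing: 125 s total fluorescence read per well | Technique: Fluo-8 calcium dye fluorescence, ex 470-495, em 515-575 nm | Measure: Percent activation from peak-to-basal fluorescence ratio, scaled between DMSO and carbachol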
# TNF death inh: blocks TNF-alpha induced death of Jurkat FADD-/- cells; Jurkat FADD-/- TNF necroptosis rescue, ATP luminescence, 24 h; 0 = TNF only, 100 = no-TNF cells; activation (protection from cell death), % at 10 µM; 220,000 compounds, 0.068% hits; AID 463075;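 active means activation, meaning protection from cell death, of at least 50% relative to plate controls; inactive means activation below 50%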;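 further: necroptosis triggered by 40 ng/mL TNF-alpha added together with compound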
# EBV gp42 block: inhibitors of Epstein-Barr virus glycoprotein 42 | Q1HVG2 | Fluorescence polarization binding assay, mP read-out | inhibition, % (tested at 21.74 µM) | 220,000 compounds, 0.42% hits | AID 1085; in the data active means inhibition above about 50%
# Target sequence (Q1HVG2 whole entry, looked up): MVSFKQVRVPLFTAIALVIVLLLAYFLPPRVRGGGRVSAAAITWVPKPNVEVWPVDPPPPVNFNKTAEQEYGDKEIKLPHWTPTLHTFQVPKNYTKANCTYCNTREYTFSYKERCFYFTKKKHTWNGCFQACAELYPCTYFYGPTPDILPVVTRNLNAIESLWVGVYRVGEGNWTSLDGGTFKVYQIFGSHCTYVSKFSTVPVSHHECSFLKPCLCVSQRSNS
# CHOP inh: blocks CHOP induction under ER stress | CHO-K1 CHOP-promoter luciferase, tunicamycin-induced, 15-18 h | inhibition, % at 10 µM | 220,000 compounds, 3.8% hits;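 active means compounds that reduced the stress-induced luciferase reporter signal by more than about 70% of percent inhibition, limit read from the data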;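 further: 0% = tunicamycin plus vehicle and 100% = wells without tunicamycin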
# PPC-1+TRAIL kill: compounds killing PPC-1 cancer cells with TRAIL present (potentiator screen, no TRAIL-free arm); AID 1443; PPC-1 cells + TRAIL, ATPLite viability luminescence; 220,000 compounds, 0.41% hits; cell killing (% activity), % at 4 µM;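 active means cell killing above 50% in the first pass at 4 µM, then a duplicate retest at 5 µM averaging 50% or more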;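 further: plate controls were cells with TRAIL plus DMSO for no effect and medium-only wells lacking cells for full effect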
# MDM2 E3 inh: Mdm2 E3 ligase (human) inhibition; Q00987; cell-based MDM2 ubiquitination luciferase reporter, 2 h; 0 = plate control, 100 = twice control, blank-subtracted; signal enhancement, % at 5 µM; 210,000 compounds, 0.11% hits; AID 1230;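 active means signal enhancement of 30% or more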;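 further: luminescence tracks abundance of the self-degrading MDM2-luciferase fusion protein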
#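 Test system: stable mammalian line carrying autodegrading MDM2–luciferase fusion reporter; quantity: 2000 cells in each well; times: 4 h cell settling then 2 h compound exposure, 37 °C; detection: luminescence with SteadyLite reagent, 15 min at room temperature; evaluation: percent signal gain over controls, blank-subtracted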
# Active calls of the source: *; . = not tested or not shown. Rows are unselected (roughly 5.9% active in at least one column).
item	molecule	Runt-SMMHC FRET	TRPN1 ag	NCF1 inh	TRPML3 ag	TNF death inh
1	CO/N=C\CC(=O)Nc1ccc(Cl)cc1Cl	-5.1	-0.7	-18.9	0.3	-3.6
2	Cc1ccc(NCC(O)Cn2cnc3c2c(=O)n(C)c(=O)n3C)cc1 (centres undefined)	-0.3	2.9	-12.1	0.8	-0.6
3	COC(=O)c1cc(NS(=O)(=O)c2ccc(NCc3cccnc3)c([N+](=O)[O-])c2)cc(C(=O)OC)c1	-2.8	1.8	1.4	0.3	2.1
4	CC1(C)Cc2nc(-c3ccccc3)nc(NNC(=O)c3ccco3)c2CO1	-0.6	0.7	1.1	-0.4	0.3
5	C=C1CCN([C@H](C(=O)NCc2ccc(Cl)cc2)C(C)C)S(=O)(=O)c2ccccc21	1.8	.	-6.3	.	1.0
6	C1CCN(Cc2nnnn2C2CCCC2)CC1	0.6	1.2	-0.9	0.1	-0.3
7	Cc1c(N2C(=O)CSC2=S)c(=O)n(-c2ccccc2)n1C	1.8	1.3	-17.7	1.4	1.4
8	O=C(NC1(C(F)(F)F)N=C2SCCN2C1=O)C1CCCCC1 (centres undefined)	0.1	-0.7	-6.8	-0.5	-0.6

item	EBV gp42 block	CHOP inh	PPC-1+TRAIL kill	MDM2 E3 inh
1	-7.5	21.1	16.6	-6.0
2	-12.0	6.3	11.1	-0.5
3	-14.4	-1.5	-16.8	-14.7
4	-4.8	7.7	10.8	11.9
5	-8.4	20.7	22.4	-5.5
6	-13.7	22.9	12.9	4.8
7	-3.3	-14.0	21.1	-2.9
8	-7.3	23.2	4.8	-7.0

# Full records, quoted from the list.
# Results for `Cc1ccc(NCC(O)Cn2cnc3c2c(=O)n(C)c(=O)n3C)cc1` (centres undefined) : Runt-SMMHC FRET = -0.3; TRPN1 ag = 2.9; NCF1 inh = -12.1; TRPML3 ag = 0.8; TNF death inh = -0.6; EBV gp42 block = -12.0; CHOP inh = 6.3; PPC-1+TRAIL kill = 11.1; MDM2 E3 inh = -0.5
# Results for `C1CCN(Cc2nnnn2C2CCCC2)CC1` : Runt-SMMHC FRET = 0.6; TRPN1 ag = 1.2; NCF1 inh = -0.9; TRPML3 ag = 0.1; TNF death inh = -0.3; EBV gp42 block = -13.7; CHOP inh = 22.9; PPC-1+TRAIL kill = 12.9; MDM2 E3 inh = 4.8

# 4 records picked at random from those above, as already listed:
item	molecule	Runt-SMMHC FRET	TRPN1 ag	NCF1 inh	TRPML3 ag	TNF death inh
8	O=C(NC1(C(F)(F)F)N=C2SCCN2C1=O)C1CCCCC1 (centres undefined)	0.1	-0.7	-6.8	-0.5	-0.6
6	C1CCN(Cc2nnnn2C2CCCC2)CC1	0.6	1.2	-0.9	0.1	-0.3
4	CC1(C)Cc2nc(-c3ccccc3)nc(NNC(=O)c3ccco3)c2CO1	-0.6	0.7	1.1	-0.4	0.3
5	C=C1CCN([C@H](C(=O)NCc2ccc(Cl)cc2)C(C)C)S(=O)(=O)c2ccccc21	1.8	.	-6.3	.	1.0

item	EBV gp42 block	CHOP inh	PPC-1+TRAIL kill	MDM2 E3 inh
8	-7.3	23.2	4.8	-7.0
6	-13.7	22.9	12.9	4.8
4	-4.8	7.7	10.8	11.9
5	-8.4	20.7	22.4	-5.5

# Additional records:
item	molecule	Runt-SMMHC FRET	TRPN1 ag	NCF1 inh	TRPML3 ag	TNF death inh
9	Fc1ccc(COc2ccc(Br)cc2CNCC2CCCO2)cc1 (centres undefined)	5.5	-2.8	-1.1	3.6	2.9
10	O=C(N/N=C/c1ccc(O)cc1)/C(=C/c1ccc([N+](=O)[O-])cc1)NC(=O)c1ccccc1	-0.4	1.0	12.4	0.4	-0.2
11	COC(=O)CN(c1cc(Cl)ccc1OC)S(=O)(=O)c1ccc(OC)c(OC)c1	5.8	-1.6	-11.7	0.5	0.9
12	C=CCn1c(Cc2cccs2)nnc1SCC(=O)Nc1cc(OC)cc(OC)c1	-0.2	0.6	-6.2	-0.8	1.6
13	O=C(N/N=C/C(Br)=C/c1ccccc1)c1n[nH]c2c1CCC2	1.0	-0.1	-29.7	0.9	-9.2
14	COc1ccc(C2(CNC(=O)c3cccc([N+](=O)[O-])c3)CCOCC2)cc1	1.7	2.1	-7.2	0.4	1.2
15	O=C(NCCC1=CCCCC1)C1CCC(CNc2c(N3CCCCC3)c(=O)c2=O)CC1 (centres undefined)	-4.5	1.0	-7.0	0.6	1.7
16	CC(CCc1ccco1)NC(=O)c1cccc2c1C(=O)N(C1CCCCC1)C2 (centres undefined)	0.6	-3.6	-12.9	-0.7	0.3

item	EBV gp42 block	CHOP inh	PPC-1+TRAIL kill	MDM2 E3 inh
9	-4.9	21.2	-2.6	-8.8
10	-28.5	-7.3	29.1	-15.8
11	-7.7	21.5	28.6	-2.0
12	-10.5	66.5	-0.6	-21.6
13	-8.2	.	10.8	-1.5
14	-15.4	1.6	-4.6	-6.1
15	-18.7	-16.5	2.6	-2.7
16	-6.4	50.0	7.2	-2.7

# Going on with the list.
item	molecule	Runt-SMMHC FRET	TRPN1 ag	NCF1 inh	TRPML3 ag	TNF death inh
17	CC1Cc2ccccc2N1C(=O)c1cnc2ccccn2c1=O (centres undefined)	-1.1	1.2	-9.3	0.8	-1.1
18	CCOc1ccccc1C(=O)NN1C(=O)CCC1=O	-1.2	0.7	-4.0	0.0	0.1
19	CCCCc1nnc(NC(=O)C(C)Sc2nc(C)cc(=O)[nH]2)s1 (centres undefined)	-3.5	-0.1	5.0	0.6	-0.5
20	CCOC(=O)N1CCN(Cc2ccccc2Cl)CC1	-0.7	-1.8	-2.6	-0.2	-1.1
21	O=C(NCc1ccco1)c1ccc2c(=O)n(-c3ccccc3)c(=S)[nH]c2c1	-6.8	-1.0	3.5	-0.6	0.4
22	CN1CCN(c2ccccc2NC(=O)c2ccc(-c3ccccc3)cc2)CC1	0.7	-0.9	-9.1	2.2	4.6
23	CC(C)(C)NC(=O)CSc1nc(N)c(NC(=O)c2ccccc2F)c(=O)[nH]1	-0.9	0.2	4.6	1.0	-0.1
24	O=C(NCc1c(Cl)cccc1Oc1ccccc1)c1ccccc1	1.7	-2.6	-6.0	-1.8	-0.3
25	Cc1cccc2sc(NC(=O)C3c4ccccc4Oc4ccccc43)nc12	2.8	0.8	-8.6	0.4	-4.5
26	COC(=O)c1cc2c(ccn2-c2ccc(F)cc2)n1CC(=O)C(C)(C)C	1.1	-0.8	-6.7	0.5	-0.9
27	CCOc1cc(/C=C2\C(=O)N(c3nc(-c4ccc(Br)cc4)cs3)N=C2c2ccccc2)ccc1O	-16.2	0.2	-44.2	0.6	-3.9

item	EBV gp42 block	CHOP inh	PPC-1+TRAIL kill	MDM2 E3 inh
17	1.4	-1.4	-2.6	-6.1
18	-8.0	10.3	18.3	-20.5
19	4.1	6.2	14.2	2.4
20	-13.7	38.8	14.4	-5.9
21	-20.3	12.7	11.7	-16.7
22	-12.6	-22.9	-1.2	-24.0
23	5.3	-5.8	-3.6	-10.1
24	-17.1	3.9	-17.7	-18.0
25	-3.3	65.6	-0.3	-7.7
26	-7.8	-21.0	17.9	-13.7
27	-17.6	-40.7	10.1	-4.2
